Growth percent in the NCI-60 one-dose screen (48 h, 10 µM unless noted): 100 = growth as untreated, 0 = no growth, -100 = all killed.
786-0: 786-0 renal cancer cells. AID 1794775. 81,000 compounds, 5.1% hits
PC-3: PC-3 prostate cancer cells. 80,000 compounds, 3.9% hits. AID 1794754
UO-31: UO-31 renal cancer; 81,000 compounds, 5.2% hits; AID 1794768
TK-10: TK-10 renal cancer cells | 81,000 compounds, 3.9% hits | AID 1794769
A498: A498 renal cancer cells; AID 1794774; 76,000 compounds, 5.4% hits
SN12C: SN12C renal cancer cells | 81,000 compounds, 3.8% hits
CAKI-1: CAKI-1 renal cancer; 75,000 compounds, 4.7% hits; AID 1794772
ACHN: ACHN renal cancer. 81,000 compounds, 4.9% hits. AID 1794771
RXF 393: RXF 393 renal cancer cells; 77,000 compounds, 6.9% hits; AID 1794773
Starred values were filed as active, the others as inactive; · = no result given. How the source made its calls: active means growth percent below 10; inactive means the rest.

SMILES | 786-0 | PC-3 | UO-31 | TK-10 | A498 | SN12C | CAKI-1 | ACHN | RXF 393
CC(C)OP(=O)(CCC(=O)c1c[nH]c2ccccc12)OC(C)C | 109 | 73 | 83 | 98 | 104 | 103 | · | 101 | 114
Cc1ccc(S(=O)(=O)NCCCNc2nccc(-c3[nH]c(-c4ccccc4)nc3-c3ccc(Cl)c(O)c3)n2)cc1 | 116 | 87 | 108 | 124 | 117 | 91 | 103 | 92 | 124
Oc1cc(-[n+]2ccc3ccccc3c2)c(O)c2ccccc12 | 99 | 59 | 73 | 171 | 63 | 85 | 94 | 89 | 88
Cc1ccc2c3c(ccc2c1)C(=O)c1c(ccc2c1N[C@@H]1C[C@H]2O[C@@H](C)[C@@H]1O)C3=O | 114 | 68 | 74 | 105 | 109 | 94 | 65 | 80 | 100
Nc1c(C(=O)Nc2ccccn2)sc2nc3c(cc12)CCCC3 | 49 | 65 | 62 | 98 | 48 | 50 | · | 70 | 85
CN(C)c1ccc(/C=C2\CCC/C(=C\c3ccc(N(C)C)cc3)C2=O)cc1 | 95 | 91 | 81 | 93 | 101 | 95 | 94 | 105 | 137
CCOC(=O)N1C=CC2C=CC1C1C=CC=CC2N1C(=O)OCC (configuration not stated) | 105 | 90 | 83 | 111 | 90 | 99 | 85 | 101 | 87
N#CC(=O)Nc1ccc(Cl)c(Cl)c1 | 90 | 49 | 57 | 77 | 84 | 68 | 40 | 36 | 111
Cc1noc(N)c1N | 117 | 107 | 106 | 112 | 103 | 112 | · | 109 | ·
Cc1c(C)c(CCl)c(C)c(C)c1CCl | · | 82 | 75 | 91 | · | 39 | 66 | 53 | 82
Brc1ccc(/C=N/Nc2nnc(-c3ccncc3)o2)cc1 | 102 | 99 | 94 | 112 | 83 | 99 | 94 | 106 | 112
CC(=O)Nc1ccc(C2CN(C)C3(C(=O)c4ccccc4C3=O)C2C(=O)c2ccccc2)cc1 (configuration not stated) | 104 | 80 | 68 | 108 | 105 | 93 | 74 | 88 | 100
N#CSc1c[nH]c2cccc(/C=C/C(=O)/C=C(/C=C/c3cccc4[nH]cc(SC#N)c34)OB(F)F)c12 | -52* | -20* | -76* | -52* | 28 | -22* | -13* | -49* | -78*
C[C@]12CC[C@@H]3c4cc(N)c(O)cc4CC[C@H]3[C@@H]1CC[C@@H]2O | 107 | 75 | 116 | 117 | 112 | 115 | 197 | 103 | 144
OC1CCSc2ccc3ccccc3c21 (configuration not stated) | 99 | 89 | 78 | 95 | 104 | 103 | 95 | 104 | 103
COC(=O)CC[C@@H]1O[C@@H](c2cccc(C(F)(F)F)c2)[C@@H](I)[C@H]1O | 109 | 91 | 86 | 105 | 97 | 97 | 86 | 105 | 98
CC(=O)/C(=C/c1cccc(Cl)c1)C(=O)c1ccccc1 | 93 | 63 | 72 | 97 | 119 | 100 | 95 | 89 | 93
CCOC(=O)c1cnc2ccccc2c1Nc1cccc(NS(C)(=O)=O)c1 | 67 | 96 | 81 | 109 | 109 | 104 | 85 | 102 | 120
CN(C)CCNC(=O)c1cccc(-c2cnc3ccc(-c4ccc5c(c4)OCO5)nn23)c1 | 74 | 61 | 37 | 76 | 91 | 71 | 37 | 48 | 42
O=C(N/N=C/c1ccccc1Cl)c1ccccc1Nc1ccnc(C(F)(F)F)c1 | -30* | 3.0* | 1.6* | 16 | -25* | 9.1* | 1.5* | 1.9* | -13*
Nc1nc(N)c2c(n1)NC(c1ccc(Cl)cc1)CC(c1ccc(Nc3nc(NCCO)nc(Nc4ccc(Cl)cc4)n3)cc1)=N2 (configuration not stated) | 28 | 44 | 40 | 73 | 82 | 57 | 50 | 57 | 44
O=P(O)(O)c1ccccc1Br | 103 | 105 | 93 | 103 | 111 | 94 | 96 | 106 | 95
Cc1ccccc1/C=C/C(=O)c1cccc(OCCCCOc2cccc(C(=O)/C=C/c3ccccc3C)c2)c1 | 96 | 100 | 81 | 101 | 86 | 91 | 86 | 101 | 99
O=C(Nc1cccc(OC(F)(F)F)c1)Nc1ccc2oc(=O)ccc2c1 | 88 | 28 | 50 | 64 | 51 | 57 | 43 | 38 | 108
CS(=O)(=O)Nc1cc(-c2ccc3ncnc(Nc4ccc(F)c(Cl)c4)c3c2)cnc1Cl | 7.4* | -7.9* | -3.8* | -14* | -59* | 10 | 3.3* | 15 | -34*
COC(=O)c1cc(O)cc(O)c1 | 109 | 99 | 74 | 104 | 104 | 100 | 98 | 102 | 109
O=C1NC(=S)NC(=O)C1=Cc1cn(Cc2ccccn2)c2ccccc12 | 44 | 48 | 59 | 73 | -86* | 67 | 7.9* | 82 | ·
O=C(Cn1cc(COc2ncnc3sc4c(c23)CCCC4)nn1)Nc1ccccn1 | 106 | 94 | 86 | 103 | · | 94 | 93 | 95 | 107
O=C1OC2(OC(=O)C3C=CC=CC3N2c2ccc(C(F)(F)F)cc2)c2ccccc21 (configuration not stated) | 96 | 99 | 81 | 103 | 102 | 100 | · | 100 | 102
CN1C(C)(C)CC(=NO)CC1(C)C | 104 | · | 75 | 106 | · | 92 | 106 | 109 | 111
NC(N)=Nc1cccc2ccccc12 | 101 | 73 | 93 | · | 102 | 101 | 101 | 105 | 104
Cc1ccc(C(=O)Nc2ccccc2OCc2cccc(C(=O)NCCN)c2)[nH]1 | 108 | 101 | 97 | 121 | 98 | 98 | 96 | 104 | 116
COc1ccc(-c2nc(SCC(C)C)nc(N3CCN(C)CC3)c2C#N)cc1 | 79 | 78 | 62 | 92 | 65 | 92 | · | 91 | 87
COc1ccccc1OC(=O)c1ccccc1 | 102 | 101 | 101 | 124 | 88 | 113 | 105 | 105 | ·
CCN(CC)CCOc1ccc(/C(=C(\C)c2ccc(OC)c(F)c2)c2ccc(Cl)cc2)cc1 | 68 | 65 | 76 | 83 | 102 | 84 | 67 | 90 | ·
CCOC(=O)/C=C(\CC(=O)O)Nc1ccccc1 | 96 | 92 | 83 | 88 | 107 | 106 | 95 | 103 | 103
CC(=O)C1=C(C)OC(N)=C(C#N)C1c1cccc(C2C(C#N)=C(N)OC(C)=C2C(C)=O)c1 (configuration not stated) | 102 | 89 | 93 | 117 | 97 | 107 | 115 | 100 | 107
COc1ccc(N2C(=O)N(c3ccc(SC)cc3)C(=N)C2=S)cc1 | 96 | 75 | 69 | 105 | 109 | 99 | 81 | 85 | 114
C=CC(O)CN(C)C (configuration not stated) | 102 | 98 | 92 | 102 | 99 | 98 | 87 | 101 | 92
COc1ccc(C(=O)/C=C/c2ccc(Oc3ccc(Cl)cc3)cc2)cc1OC | 106 | 97 | 77 | 103 | 85 | 93 | 93 | 98 | 97
CNC1=C([N+](=O)[O-])C(c2ccc(Cl)cc2Cl)C(C#N)=C(c2ccc[nH]2)O1 (configuration not stated) | 105 | 93 | 83 | 114 | 89 | 96 | 84 | 97 | 103
O=S(=O)(Nc1ccccc1Cl)c1ccc(Br)cc1 | 88 | 74 | 79 | 90 | 76 | 99 | 90 | 109 | ·
Cn1c(=O)c2c(nc(OCCc3ccccc3)n2C)n(C)c1=O | 99 | 108 | 90 | 118 | 101 | 96 | · | 102 | ·
O=C(CNc1ccc(Br)cc1)N1CCN(c2ncnc3c2cnn3-c2ccccc2)CC1 | 77 | 71 | 31 | 108 | 110 | 72 | 47 | 42 | 76
O=[N+]([O-])c1cccc(C2CC(c3ccccc3)=Nc3ccccc3S2)c1 (configuration not stated) | 97 | 77 | 60 | 124 | 96 | 95 | 92 | 91 | ·
O=C(c1nnc(Nc2cccc(Br)c2)o1)c1c[nH]c2ccccc12 | 108 | 86 | 93 | 114 | · | 100 | 93 | 96 | 116
N#Cc1cnc2ccc(-c3cnc(N)nc3)cc2c1N1CCc2cc(F)c(Cl)cc21 | 3.1* | 2.8* | -6.1* | -20* | -50* | 15 | 5.2* | 7.6* | ·
Cc1oc(-c2ccccc2)nc1CN[C@@H]1C[C@@H]2C[C@H]([C@H]1C)C2(C)C | 22 | 31 | 24 | 81 | 32 | 10 | 44 | 26 | -79*
COc1ccc(/C=C2\SC(=S)N(/C=C(/C#N)C(=O)c3ccc4ccccc4c3)C2=O)cc1OC | 101 | 55 | 38 | 100 | 102 | 83 | 89 | 92 | 72
COc1cc2c(cc1OCCCOc1cc3c(cc1OC)C(=O)N1CC(F)(F)C[C@H]1C=N3)N=C[C@@H]1CC(F)(F)CN1C2=O | -23* | 3.2* | 30 | 11 | -67* | 36 | · | 25 | -65*
COc1ccc(Br)c(/C=C(\C#N)c2nc3ccccc3s2)c1 | 92 | 96 | 70 | 129 | · | 101 | 81 | 90 | 86
O=C(Nc1ccc(Cl)cc1)c1cc(-c2ccc(Cl)cc2)c2sc(=O)[nH]c2n1 | 6.3* | -13* | -5.5* | 0.7* | -44* | -9.7* | 8.2* | 0.7* | -3.4*
CC(=O)NS(=O)(=O)c1ccc(OCCCOc2ccc(S(=O)(=O)NC(C)=O)cc2)cc1 | 105 | 94 | 87 | 98 | 110 | · | 99 | 104 | 104
CC(C)NC(=O)OCc1c(COC(=O)NC(C)C)c2n(c1-c1ccc(Cl)c(Cl)c1)CCS2=O (configuration not stated) | 101 | 98 | · | 112 | · | 98 | 91 | 101 | 109
CCn1c(=N)c(S(=O)(=O)c2ccccc2)cc2c(=O)n3ccccc3nc21 | 94 | 104 | 78 | 85 | 77 | 97 | 87 | 111 | 84
CCOC(=O)c1sc(NCC(=O)Nc2ccccc2)c(C(=O)OCC)c1C | 94 | 105 | 100 | 87 | 60 | 96 | 95 | 102 | 100
COc1cc(C2c3cc(OC(C)=O)c(OC)cc3CC3C(=O)OCC32)ccc1OC(C)=O (configuration not stated) | 96 | 68 | 78 | 122 | 180 | 93 | 97 | 94 | 115
CCCCc1oc2ccc([N+](=O)[O-])cc2c1C(=O)c1ccc(C#CC2CCCC2)cc1 | 97 | 84 | 68 | 98 | 105 | 93 | 79 | 100 | 102
O=c1[nH]c(=O)c2[nH]c(-c3cc4ccccc4[nH]c3=O)nc2[nH]1 | 108 | 91 | 90 | 118 | 117 | 98 | · | 98 | 114
CCCCCCCCCCCCCCCCOc1ccc(C)cc1 | 107 | 102 | 82 | 109 | 92 | 104 | 105 | 104 | 118

Limited to TK-10, UO-31 and A498 (2 entries from above):
| mol | TK-10 | UO-31 | A498 |
| --- | --- | --- | --- |
| CC(=O)/C(=C/c1cccc(Cl)c1)C(=O)c1ccccc1 | 97 | 72 | 119 |
| COc1ccc(/C=C2\SC(=S)N(/C=C(/C#N)C(=O)c3ccc4ccccc4c3)C2=O)cc1OC | 100 | 38 | 102 |

(more compounds)
SMILES | 786-0 | PC-3 | UO-31 | TK-10 | A498 | SN12C | CAKI-1 | ACHN | RXF 393
COC(=O)c1c(C(=O)OC)c2c3ccccc3c3ccccc3n2c1C(=O)C(C)(C)C | 87 | 35 | 75 | 105 | 132 | 87 | 61 | 82 | 82
COc1ccc(C(=O)/C=C/c2ccc3c(c2)OCO3)cc1S(=O)(=O)Nc1cccnc1 | 102 | 85 | 74 | 102 | 98 | 81 | 59 | 92 | 90
CC(=O)c1nnn(C(C)(C)C(N)=O)c1C | 104 | 101 | 91 | 99 | 110 | 103 | 96 | 110 | 119
FC(F)(F)Oc1ccc2nc3nc4ccc[nH]c4cc3c2c1 | 46 | 80 | 62 | 65 | 98 | 87 | · | 56 | 77
COc1cc(-c2nc(N)n(CC(=O)Nc3ccc(/C(C)=N\O)cc3)n2)cc(OC)c1OC | 104 | 77 | 79 | 91 | 90 | 96 | · | · | 105
NC1=NC(=O)/C(=C/c2ccnc3ccccc23)S1 | 84 | 88 | 54 | 83 | 36 | 97 | 83 | 99 | 106
CC(=Nc1ccccc1)C1=C(O)C(Cc2ccc(O)cc2)NC1=O (configuration not stated) | 9.3* | 16 | 42 | 68 | -26* | 44 | · | 33 | ·
COC12C=C/C(=C(/C(=O)OCc3ccccn3)C(=O)CCCCCCCCC3(OC)C=C/C(=C(/C(=O)OCc4ccccn4)C(=O)CCCCCCCC1)O3)O2 | -72* | -37* | -46* | 4.3* | -86* | -22* | -4.5* | -15* | -83*
Cc1c(C(=O)OCCO)cc(-c2ccc(Cl)cc2)n1-c1ccc(Cl)cc1Cl | 94 | 70 | 69 | 101 | 77 | 61 | 64 | 71 | 63
Nc1cc([N+](=O)[O-])ccc1O | 108 | 90 | 77 | 114 | 114 | 96 | 104 | 120 | 118
O=c1c2sc3ncc(Cl)cc3c2nnn1-c1cccc(Cl)c1 | 73 | 83 | 49 | 93 | 63 | 74 | 67 | 46 | 96
Cc1ccc(NC(=O)Nc2nc(N)n(-c3ccc(S(N)(=O)=O)cc3)n2)cc1 | 96 | 99 | 94 | 99 | 83 | 103 | 85 | · | 113

No new results follow: entries from further up.
SMILES | 786-0 | PC-3 | UO-31 | TK-10 | A498 | SN12C | CAKI-1 | ACHN | RXF 393
FC(F)(F)Oc1ccc2nc3nc4ccc[nH]c4cc3c2c1 | 46 | 80 | 62 | 65 | 98 | 87 | · | 56 | 77
COc1cc(-c2nc(N)n(CC(=O)Nc3ccc(/C(C)=N\O)cc3)n2)cc(OC)c1OC | 104 | 77 | 79 | 91 | 90 | 96 | · | · | 105
NC1=NC(=O)/C(=C/c2ccnc3ccccc23)S1 | 84 | 88 | 54 | 83 | 36 | 97 | 83 | 99 | 106
CC(=Nc1ccccc1)C1=C(O)C(Cc2ccc(O)cc2)NC1=O (configuration not stated) | 9.3* | 16 | 42 | 68 | -26* | 44 | · | 33 | ·
COC12C=C/C(=C(/C(=O)OCc3ccccn3)C(=O)CCCCCCCCC3(OC)C=C/C(=C(/C(=O)OCc4ccccn4)C(=O)CCCCCCCC1)O3)O2 | -72* | -37* | -46* | 4.3* | -86* | -22* | -4.5* | -15* | -83*
Cc1c(C(=O)OCCO)cc(-c2ccc(Cl)cc2)n1-c1ccc(Cl)cc1Cl | 94 | 70 | 69 | 101 | 77 | 61 | 64 | 71 | 63
Nc1cc([N+](=O)[O-])ccc1O | 108 | 90 | 77 | 114 | 114 | 96 | 104 | 120 | 118
O=c1c2sc3ncc(Cl)cc3c2nnn1-c1cccc(Cl)c1 | 73 | 83 | 49 | 93 | 63 | 74 | 67 | 46 | 96
Cc1ccc(NC(=O)Nc2nc(N)n(-c3ccc(S(N)(=O)=O)cc3)n2)cc1 | 96 | 99 | 94 | 99 | 83 | 103 | 85 | · | 113
